RGS4-Gao reg: modulates binding of RGS4 to human Galphao; actives 0.33% (n = 220,000); P09471; Multiplexed bead flow cytometry; actives lie on both sides; binding response (% of control), % at 10 µM; in the data active = binding response below about 49% or above about 150%; inactive = in between;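 note: fluorescent Galphao activated with aluminum fluoride binding bead-coupled RGS4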
Bfl-1 Bim block: inhibitors of Bim-Bfl-1 interaction, human. Q16548. Bead-based flow cytometry, Bim-Bfl-1 binding inhibition. inhibition, % at 10 µM. actives 0.12% (n = 190,000);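 note: 0% = wells without compound plus tracer and 100% = blocker peptide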
ABCB1 inh: human ABCB1 inhibition, ABCG2 as counter-screen. CCRF-Adr cells, JC-1 efflux, flow cytometry. inhibition, % at 6.6 µM. actives 0.067% (n = 190,000). AID 1326; in the data active = inhibition above about 40%;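 note: 0% = vehicle and 100% = reference inhibitor; higher value means more JC-1 retained so stronger ABCB1 efflux block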
Target sequence (P08183 whole entry, looked up): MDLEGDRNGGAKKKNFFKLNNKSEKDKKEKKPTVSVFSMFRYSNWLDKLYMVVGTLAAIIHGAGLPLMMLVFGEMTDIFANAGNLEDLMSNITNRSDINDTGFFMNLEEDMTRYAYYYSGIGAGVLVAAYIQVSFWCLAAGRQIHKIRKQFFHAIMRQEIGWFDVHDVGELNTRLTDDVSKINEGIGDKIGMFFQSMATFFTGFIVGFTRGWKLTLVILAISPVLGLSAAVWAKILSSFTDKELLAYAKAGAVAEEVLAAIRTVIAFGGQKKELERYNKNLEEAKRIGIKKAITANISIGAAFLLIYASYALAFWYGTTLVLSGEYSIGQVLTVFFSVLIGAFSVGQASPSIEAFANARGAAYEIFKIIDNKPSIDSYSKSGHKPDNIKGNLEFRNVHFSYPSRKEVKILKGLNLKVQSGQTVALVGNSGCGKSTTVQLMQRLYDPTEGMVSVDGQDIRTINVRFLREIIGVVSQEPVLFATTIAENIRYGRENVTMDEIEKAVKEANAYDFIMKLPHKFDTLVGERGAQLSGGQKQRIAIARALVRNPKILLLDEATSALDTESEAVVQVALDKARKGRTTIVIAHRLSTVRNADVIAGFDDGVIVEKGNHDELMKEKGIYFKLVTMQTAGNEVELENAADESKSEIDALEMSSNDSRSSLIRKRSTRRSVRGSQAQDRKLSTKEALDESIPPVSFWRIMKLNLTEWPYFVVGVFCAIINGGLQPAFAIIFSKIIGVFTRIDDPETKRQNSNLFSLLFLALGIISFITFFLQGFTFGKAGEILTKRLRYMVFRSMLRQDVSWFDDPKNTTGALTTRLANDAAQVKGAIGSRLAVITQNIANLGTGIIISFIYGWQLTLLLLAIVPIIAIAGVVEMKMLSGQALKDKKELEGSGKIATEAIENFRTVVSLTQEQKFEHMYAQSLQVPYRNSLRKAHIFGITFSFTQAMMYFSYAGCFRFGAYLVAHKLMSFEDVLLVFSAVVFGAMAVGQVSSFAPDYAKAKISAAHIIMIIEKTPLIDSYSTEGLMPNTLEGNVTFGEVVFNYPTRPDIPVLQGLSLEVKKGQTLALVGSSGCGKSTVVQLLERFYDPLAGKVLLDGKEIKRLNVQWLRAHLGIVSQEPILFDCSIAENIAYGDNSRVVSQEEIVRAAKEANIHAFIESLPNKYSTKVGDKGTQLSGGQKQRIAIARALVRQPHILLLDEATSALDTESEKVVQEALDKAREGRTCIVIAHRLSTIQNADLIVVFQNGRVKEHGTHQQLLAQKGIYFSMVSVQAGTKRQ
Bim-Bcl-XL: human Bim-Bcl-XL interaction inhibition | inhibition, % at 10 µM | actives 0.04% (n = 190,000) | Q07817 | Bim peptide-Bcl-XL binding, bead flow cytometry, fluorescence | AID 1007
Bcl-B Bim block: human Bim-Bcl-B interaction inhibition; Q9HD36; bead-based flow cytometry, Bim peptide-Bcl-B binding; inhibition, % at 10 µM; actives 0.073% (n = 190,000); AID 951;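 note: 0% = tracer peptide without compound and 100% = reference inhibitor peptide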
GSH fluor: compound fluoresces at 488/530 nm on GSH beads; GSH beads flow cytometry, compound fluorescence 488/530 nm; hits give high values; fluorescence (KMESF) at 10 µM; actives 0.25% (n = 190,000); in the data active = fluorescence above about 89;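 note: glutathione beads carrying GST-tagged Bcl family fusion proteins plus one bare bead set; values are compound well signal with DMSO vehicle wells as background; inactives centre near 16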
RGS7-Gao reg: human RGS7-Galphao interaction regulation; P09471; binding response (% of control), % at 10 µM; Multiplexed bead flow cytometry, RGS7-Galphao binding; actives lie on both sides; actives 0.35% (n = 220,000); AID 1439; in the data active = binding response below about 49% or above about 150%; inconclusive = no clear call, values can overlap the other calls; inactive = in between;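 note: fluorescent Galphao held in activated GDP-AlF4 state binding bead-coupled RGS7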
Bim-Bcl-W: inhibitors of Bim-Bcl-W interaction, human; inhibition, % at 10 µM; Q92843; actives 0.02% (n = 190,000); AID 952; bead-based flow cytometry, Bim peptide-Bcl-W binding;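 note: 0% = bound tracer without compound and 100% = peptide blocker; higher means less fluorescent Bim peptide bound to Bcl-W beads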
ABCG2 inh: blocks JC-1 efflux by human ABCG2 transporter; IgMXP3 cells, flow cytometry; inhibition, % at 6.6 µM; actives 0.1% (n = 190,000);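 active = inhibition above 80%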;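 note: 0% = DMSO and 100% = nicardipine control wells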
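material = IgMXP3 (ABCG2) plus far-red-tagged CCRF-Adr (ABCB1) cells | amount = 3 million cells/mL, equal mix of both lines | also added = JC-1 transporter substrate | dosing = one concentration, 6.6 µM final | schedule = 10 min at 25 °C | measured by = flow cytometric JC-1 green MFI at 530 nm | read-out basis = percent efflux inhibition, scaled nicardipine 100% to DMSO 0%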
Bcl-2 Bim block: disrupts Bim peptide binding to human Bcl-2; P10415; Bead-based flow cytometry, Bim peptide-Bcl-2 binding; inhibition, % at 10 µM; actives 0.06% (n = 190,000); in the data active = inhibition above about 40%; inconclusive = no clear call, values can overlap the other calls;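 note: 0% = no compound wells with probe peptide and 100% = reference peptide inhibitor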
RGS8-Gao: modulates binding of RGS8 to human Galphao | multiplexed bead flow cytometry; actives lie on both sides | actives 0.34% (n = 220,000) | P09471 | response (percent of control binding), % at 10 µM; in the data active = response below about 60% or above about 140%; inactive = in between;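 note: Galphao activated as the GDP aluminium fluoride complex binding bead-coupled RGS8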
* hit, by the source's call; [ ] = dose if it differs, or a comment. Cut-off read from the data, not from the text of the source, unless noted: active = inhibition above about 40%. Rows are unselected (roughly 1.1% active in at least one column).

Screening COc1ccccc1N1CCN(C(=O)CSc2nc(N)cc(=O)[nH]2)CC1 returned RGS4-Gao reg 88, Bfl-1 Bim block -6, ABCB1 inh 0.1, Bim-Bcl-XL -3, Bcl-B Bim block -7, GSH fluor 12, RGS7-Gao reg 277*[activator], Bim-Bcl-W 1, ABCG2 inh 1, Bcl-2 Bim block -4 and RGS8-Gao 89.
NCC(O)COCCC12CC3CC(CC(C3)C1)C2 (configuration not stated) was read as RGS4-Gao reg 100, Bfl-1 Bim block -1, ABCB1 inh 0.6, Bim-Bcl-XL 3, Bcl-B Bim block -4, GSH fluor 7, RGS7-Gao reg 103, Bim-Bcl-W -1, ABCG2 inh 2, Bcl-2 Bim block -5 and RGS8-Gao 103.
Clc1cccc(-c2nnc3n2CCCCC3)c1 was read as RGS4-Gao reg 103, Bfl-1 Bim block -3, ABCB1 inh 1.5, Bim-Bcl-XL 0, Bcl-B Bim block -3, GSH fluor 14, RGS7-Gao reg inconclusive, Bim-Bcl-W -2, ABCG2 inh 3, Bcl-2 Bim block -2 and RGS8-Gao 102.
`CN1CCN(C(=S)NCCc2ccccc2)CC1` gave RGS4-Gao reg 103, Bfl-1 Bim block -10, ABCB1 inh 0.8, Bim-Bcl-XL -17, Bcl-B Bim block -6, GSH fluor 31, RGS7-Gao reg 100, Bim-Bcl-W -2, ABCG2 inh 2, Bcl-2 Bim block -9 and RGS8-Gao 106.
Screening COc1cccc(CNC(=S)NC2CC2)c1 returned RGS4-Gao reg 96, Bfl-1 Bim block -4, ABCB1 inh 0.6, Bim-Bcl-XL -3, Bcl-B Bim block -13, GSH fluor 20, RGS7-Gao reg 96, Bim-Bcl-W -2, ABCG2 inh 5, Bcl-2 Bim block 0 and RGS8-Gao 102.
`COc1ccc(CCNC(=O)C(=O)NCC2OCCN2S(=O)(=O)c2ccc(Br)cc2)cc1` (configuration not stated) gave RGS4-Gao reg 105, Bfl-1 Bim block 1, ABCB1 inh 3.7, Bim-Bcl-XL -5, Bcl-B Bim block -7, GSH fluor 9, RGS7-Gao reg 102, Bim-Bcl-W -4, ABCG2 inh 11, Bcl-2 Bim block -1 and RGS8-Gao 106.
CCOC(=O)c1cnc2c(cnn2C)c1NCCCN(C)C was read as RGS4-Gao reg 96, Bfl-1 Bim block 0, ABCB1 inh 0.8, Bim-Bcl-XL 1, Bcl-B Bim block 4, GSH fluor 17, RGS7-Gao reg 99, Bim-Bcl-W 0, ABCG2 inh 4, Bcl-2 Bim block -3 and RGS8-Gao 99.
`O=C(c1ccc(Br)cc1)N1CCN(S(=O)(=O)c2ccccc2)CC1` gave RGS4-Gao reg 91, Bfl-1 Bim block -11, ABCB1 inh 0.9, Bim-Bcl-XL -5, Bcl-B Bim block -4, GSH fluor 17, RGS7-Gao reg 91, Bim-Bcl-W -1, ABCG2 inh 3, Bcl-2 Bim block -7 and RGS8-Gao 95.
O=C(CSc1ccc(-c2ccc(Cl)cc2)nn1)Nc1ccc2c(c1)OCCO2 was read as RGS4-Gao reg 102, Bfl-1 Bim block -10, ABCB1 inh -0.4, Bim-Bcl-XL -8, Bcl-B Bim block -13, GSH fluor 15, RGS7-Gao reg 102, Bim-Bcl-W -7, ABCG2 inh -5, Bcl-2 Bim block -6 and RGS8-Gao 102.
Screening Oc1ccc2c(c1)oc1cc(O)ccc12 returned RGS4-Gao reg 102, Bfl-1 Bim block -8, ABCB1 inh -0.1, Bim-Bcl-XL 0, Bcl-B Bim block -7, GSH fluor 35, RGS7-Gao reg 101, Bim-Bcl-W 2, ABCG2 inh 2, Bcl-2 Bim block -8 and RGS8-Gao 103.
Screening Cc1cccc(C)c1NC(=O)CSCC(=O)O returned RGS4-Gao reg 104, Bfl-1 Bim block 3, ABCB1 inh 0.1, Bim-Bcl-XL 0, Bcl-B Bim block 3, GSH fluor 17, RGS7-Gao reg 101, Bim-Bcl-W 2, ABCG2 inh 0, Bcl-2 Bim block 2 and RGS8-Gao 104.
CC(C)Cn1c(N)c(C(=O)CSc2ccc3c(c2)OCCO3)c(=O)n(C)c1=O was read as RGS4-Gao reg 107, Bfl-1 Bim block 0, ABCB1 inh 0.6, Bim-Bcl-XL 0, Bcl-B Bim block -2, GSH fluor 23, RGS7-Gao reg 106, Bim-Bcl-W 0, ABCG2 inh 3, Bcl-2 Bim block 0 and RGS8-Gao 102.
`C=CCNC(=O)c1ccc(N(CC=C)S(C)(=O)=O)cc1` gave RGS4-Gao reg 101, Bfl-1 Bim block 4, ABCB1 inh -0.4, Bim-Bcl-XL -4, Bcl-B Bim block -2, GSH fluor 19, RGS7-Gao reg 95, Bim-Bcl-W -2, ABCG2 inh 0, Bcl-2 Bim block -21 and RGS8-Gao 95.
For CCCc1cc(C(=O)N(C2CCCCC2)C2CCCCC2)no1 the results were RGS4-Gao reg 102, Bfl-1 Bim block -10, ABCB1 inh 0.8, Bim-Bcl-XL -4, Bcl-B Bim block -7, GSH fluor 16, RGS7-Gao reg 98, Bim-Bcl-W 0, ABCG2 inh 2, Bcl-2 Bim block -5 and RGS8-Gao 100.
Cn1c(SCC(=O)N/N=C/C=C\c2ccccc2[N+](=O)[O-])nc2ccccc21 was read as RGS4-Gao reg 89, Bfl-1 Bim block 1, ABCB1 inh 1.1, Bim-Bcl-XL 0, Bcl-B Bim block -2, GSH fluor 5, RGS7-Gao reg 93, Bim-Bcl-W -1, ABCG2 inh 8, Bcl-2 Bim block 0 and RGS8-Gao 73.
COc1ccccc1CNC(=O)C(CCSC)NC(=O)C1CCC(C)CC1 (configuration not stated) was read as RGS4-Gao reg 105, Bfl-1 Bim block -8, ABCB1 inh 0.7, Bim-Bcl-XL 1, Bcl-B Bim block -7, GSH fluor 54, RGS7-Gao reg 103, Bim-Bcl-W 2, ABCG2 inh 2, Bcl-2 Bim block -4 and RGS8-Gao 101.
OCc1n[nH]c(CO)n1 was read as RGS4-Gao reg 93, Bfl-1 Bim block -13, ABCB1 inh 0.6, Bim-Bcl-XL -7, Bcl-B Bim block -8, GSH fluor 29, RGS7-Gao reg 90, Bim-Bcl-W 0, ABCG2 inh 13, Bcl-2 Bim block -9 and RGS8-Gao 94.
O=C(NCCc1nc2ccccc2[nH]1)Nc1ccccc1 was read as RGS4-Gao reg 104, Bfl-1 Bim block -10, ABCB1 inh 0.6, Bim-Bcl-XL -6, Bcl-B Bim block -7, GSH fluor 40, RGS7-Gao reg 102, Bim-Bcl-W 0, ABCG2 inh 3, Bcl-2 Bim block -8 and RGS8-Gao 103.
For CCN(CC)CCN(Cc1cc2cc3c(cc2[nH]c1=O)OCO3)C(=S)NCc1ccco1 the results were RGS4-Gao reg 99, Bfl-1 Bim block 0, ABCB1 inh -0.1, Bim-Bcl-XL -2, Bcl-B Bim block -10, GSH fluor 12, RGS7-Gao reg 101, Bim-Bcl-W -3, ABCG2 inh 0, Bcl-2 Bim block -2 and RGS8-Gao 98.
O=C(CSc1nc2ccccc2c(=O)n1CC1CCCO1)NCC1CCCO1 (configuration not stated) was read as RGS4-Gao reg 103, Bfl-1 Bim block -5, ABCB1 inh 1.4, Bim-Bcl-XL -2, Bcl-B Bim block 0, GSH fluor 64, RGS7-Gao reg 100, Bim-Bcl-W -3, ABCG2 inh 6, Bcl-2 Bim block -3 and RGS8-Gao 98.
For CCC(C)NC(=O)CSc1ccc(Cl)cc1 (configuration not stated) the results were RGS4-Gao reg 100, Bfl-1 Bim block 0, ABCB1 inh 0.1, Bim-Bcl-XL -8, Bcl-B Bim block -6, GSH fluor 14, RGS7-Gao reg 97, Bim-Bcl-W -6, ABCG2 inh 1, Bcl-2 Bim block 1 and RGS8-Gao 103.
For CCCC(C)C(=O)Nc1nnc(C)s1 (configuration not stated) the results were RGS4-Gao reg 98, Bfl-1 Bim block -17, ABCB1 inh -3.4, Bim-Bcl-XL -5, Bcl-B Bim block -9, GSH fluor 32, RGS7-Gao reg 100, Bim-Bcl-W -2, ABCG2 inh 10, Bcl-2 Bim block -10 and RGS8-Gao 99.
`Cc1ccc(C(=O)CSc2nc3cccnc3n2C)cc1` gave RGS4-Gao reg 81, Bfl-1 Bim block -13, ABCB1 inh 0.5, Bim-Bcl-XL -6, Bcl-B Bim block -9, GSH fluor 37, RGS7-Gao reg 81, Bim-Bcl-W -3, ABCG2 inh 6, Bcl-2 Bim block -10 and RGS8-Gao 86.
`C#CCOCCOCCOCCNc1nc(N2CCN(C(=O)[C@H](Cc3ccc(O)cc3)n3cc([C@@H](N)C(C)CC)nn3)CC2)nc(N2CCN(C(=O)[C@H](Cc3cc4ccccc4[nH]3)n3cc([C@@H](N)C(C)CC)nn3)CC2)n1` (some centres not stated) gave RGS4-Gao reg 99, Bfl-1 Bim block -4, ABCB1 inh -0.3, Bim-Bcl-XL -3, Bcl-B Bim block -9, GSH fluor 19, RGS7-Gao reg 98, Bim-Bcl-W -1, ABCG2 inh -1, Bcl-2 Bim block -4 and RGS8-Gao 103.
Screening Cc1ccc(NC(=O)C2CCN(S(=O)(=O)c3c(C)n[nH]c3C)CC2)nc1 returned RGS4-Gao reg 94, Bfl-1 Bim block -3, ABCB1 inh -2.6, Bim-Bcl-XL -1, Bcl-B Bim block -1, GSH fluor 20, RGS7-Gao reg 96, Bim-Bcl-W 0, ABCG2 inh -1, Bcl-2 Bim block 1 and RGS8-Gao 100.
Screening CC(C)CNC(=O)CCCc1ccccc1 returned RGS4-Gao reg 99, Bfl-1 Bim block -17, ABCB1 inh 0.4, Bim-Bcl-XL -7, Bcl-B Bim block -8, GSH fluor 8, RGS7-Gao reg 95, Bim-Bcl-W -2, ABCG2 inh 1, Bcl-2 Bim block -13 and RGS8-Gao 100.
Screening Cc1cc2nc(-c3ccc(SCc4ccc(C#N)cc4)nc3)[nH]c2cc1C returned RGS4-Gao reg 104, ABCB1 inh -0.1, RGS7-Gao reg 104, ABCG2 inh -1 and RGS8-Gao 110.

Pulled one by one from the list above (3):
COc1ccccc1CNC(=O)C(CCSC)NC(=O)C1CCC(C)CC1 (configuration not stated) was read as RGS4-Gao reg 105, Bfl-1 Bim block -8, ABCB1 inh 0.7, Bim-Bcl-XL 1, Bcl-B Bim block -7, GSH fluor 54, RGS7-Gao reg 103, Bim-Bcl-W 2, ABCG2 inh 2, Bcl-2 Bim block -4 and RGS8-Gao 101.
OCc1n[nH]c(CO)n1 was read as RGS4-Gao reg 93, Bfl-1 Bim block -13, ABCB1 inh 0.6, Bim-Bcl-XL -7, Bcl-B Bim block -8, GSH fluor 29, RGS7-Gao reg 90, Bim-Bcl-W 0, ABCG2 inh 13, Bcl-2 Bim block -9 and RGS8-Gao 94.
For CCCC(C)C(=O)Nc1nnc(C)s1 (configuration not stated) the results were RGS4-Gao reg 98, Bfl-1 Bim block -17, ABCB1 inh -3.4, Bim-Bcl-XL -5, Bcl-B Bim block -9, GSH fluor 32, RGS7-Gao reg 100, Bim-Bcl-W -2, ABCG2 inh 10, Bcl-2 Bim block -10 and RGS8-Gao 99.
